# TcdB inh: TcdB glycohydrolase inhibition; TcdB glycohydrolase enzymatic assay, plate reader; inhibition, % at 9.99 µM; 350,000 compounds, 0.24% hits; AID 652162; in the data active = inhibition above about 10%
# Target sequence (P18177 whole entry, looked up): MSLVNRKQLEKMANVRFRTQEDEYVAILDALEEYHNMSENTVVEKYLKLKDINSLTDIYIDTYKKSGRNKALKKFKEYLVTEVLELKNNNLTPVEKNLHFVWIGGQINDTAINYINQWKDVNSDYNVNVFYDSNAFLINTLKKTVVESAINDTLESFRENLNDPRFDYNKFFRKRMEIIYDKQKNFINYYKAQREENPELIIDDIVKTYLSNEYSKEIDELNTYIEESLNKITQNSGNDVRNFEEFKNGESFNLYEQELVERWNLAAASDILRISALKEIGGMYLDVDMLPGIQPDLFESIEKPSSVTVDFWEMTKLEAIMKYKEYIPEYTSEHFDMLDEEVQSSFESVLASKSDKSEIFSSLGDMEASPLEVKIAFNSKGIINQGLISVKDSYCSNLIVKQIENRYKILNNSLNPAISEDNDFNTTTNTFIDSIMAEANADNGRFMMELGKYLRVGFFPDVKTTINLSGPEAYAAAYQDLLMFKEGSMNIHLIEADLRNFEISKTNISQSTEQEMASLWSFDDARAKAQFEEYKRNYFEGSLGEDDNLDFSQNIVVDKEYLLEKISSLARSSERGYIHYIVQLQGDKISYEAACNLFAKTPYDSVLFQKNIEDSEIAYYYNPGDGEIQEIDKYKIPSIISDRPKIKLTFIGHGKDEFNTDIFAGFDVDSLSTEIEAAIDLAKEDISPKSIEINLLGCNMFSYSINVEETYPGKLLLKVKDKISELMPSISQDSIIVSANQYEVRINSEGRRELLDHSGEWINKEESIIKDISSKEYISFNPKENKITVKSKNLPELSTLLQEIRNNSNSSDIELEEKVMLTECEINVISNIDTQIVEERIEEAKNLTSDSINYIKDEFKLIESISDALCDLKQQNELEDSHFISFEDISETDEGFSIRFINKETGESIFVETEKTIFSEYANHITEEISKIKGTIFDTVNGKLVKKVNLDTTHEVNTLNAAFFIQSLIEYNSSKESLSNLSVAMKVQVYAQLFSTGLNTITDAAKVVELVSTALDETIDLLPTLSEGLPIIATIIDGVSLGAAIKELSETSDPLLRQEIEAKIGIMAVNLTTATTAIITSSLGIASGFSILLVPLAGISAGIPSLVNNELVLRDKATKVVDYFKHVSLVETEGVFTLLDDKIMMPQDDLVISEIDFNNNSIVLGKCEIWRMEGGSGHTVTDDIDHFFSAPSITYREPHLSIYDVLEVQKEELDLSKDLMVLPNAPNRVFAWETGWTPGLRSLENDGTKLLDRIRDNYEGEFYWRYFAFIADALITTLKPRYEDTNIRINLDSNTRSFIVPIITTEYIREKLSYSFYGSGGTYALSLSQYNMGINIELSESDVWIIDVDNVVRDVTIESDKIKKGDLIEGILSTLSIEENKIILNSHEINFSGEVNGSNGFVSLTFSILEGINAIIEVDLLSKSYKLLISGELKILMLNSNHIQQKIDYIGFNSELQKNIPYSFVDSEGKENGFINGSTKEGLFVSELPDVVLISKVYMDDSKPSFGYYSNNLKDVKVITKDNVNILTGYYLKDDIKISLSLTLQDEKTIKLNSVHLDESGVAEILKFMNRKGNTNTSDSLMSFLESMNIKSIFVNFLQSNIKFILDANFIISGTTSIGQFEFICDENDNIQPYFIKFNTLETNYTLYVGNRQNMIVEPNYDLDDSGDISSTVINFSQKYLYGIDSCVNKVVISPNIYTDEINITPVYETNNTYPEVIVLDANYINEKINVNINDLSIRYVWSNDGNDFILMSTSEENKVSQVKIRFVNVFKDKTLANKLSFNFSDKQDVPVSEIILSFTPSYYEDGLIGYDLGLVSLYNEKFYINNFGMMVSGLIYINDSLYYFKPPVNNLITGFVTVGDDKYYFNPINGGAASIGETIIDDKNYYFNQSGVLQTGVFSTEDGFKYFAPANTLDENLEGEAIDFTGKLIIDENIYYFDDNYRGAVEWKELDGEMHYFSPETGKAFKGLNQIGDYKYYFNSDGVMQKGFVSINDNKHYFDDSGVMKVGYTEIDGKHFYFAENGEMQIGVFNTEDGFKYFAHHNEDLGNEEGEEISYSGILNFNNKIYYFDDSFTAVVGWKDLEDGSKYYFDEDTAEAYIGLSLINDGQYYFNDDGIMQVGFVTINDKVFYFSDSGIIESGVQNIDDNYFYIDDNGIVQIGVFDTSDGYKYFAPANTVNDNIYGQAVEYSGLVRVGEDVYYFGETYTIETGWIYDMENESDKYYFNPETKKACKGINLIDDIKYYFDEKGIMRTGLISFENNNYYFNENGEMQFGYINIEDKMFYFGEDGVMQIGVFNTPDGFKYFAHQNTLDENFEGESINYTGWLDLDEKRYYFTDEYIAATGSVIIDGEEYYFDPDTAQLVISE
# Mtb BioA inh: BioA (M. tuberculosis) enzyme inhibition; purified M. tuberculosis BioA enzyme, plate reader; inhibition, % at 9.99 µM; 360,000 compounds, 0.096% hits; in the data active = inhibition above about 40%
# UGM FP inh: blocks M. tuberculosis UGM enzyme | inhibition, % at 10 µM | 320,000 compounds, 0.06% hits | purified UGM, fluorescence polarization probe displacement; in the data active = inhibition above about 10%, passing the limit was not always enough
# Mtb FBA inh: Mtb fructose-bisphosphate aldolase inhibition; inhibition, % at 1 µM; 360,000 compounds, 2.3% hits; purified M. tuberculosis FBA, fluorescence read-out; P9WQA3; in the data active = inhibition above about 27%;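 note: 0% = vehicle and 100% = reference inhibitor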
# Vc quorum ag: inducers of Vibrio cholerae quorum light production without autoinducers | V. cholerae BH1578 lux reporter, luminescence, 6 h | activation, % at 18.7 µM | 350,000 compounds, 0.16% hits; in the data active = activation mostly above about 9.7%, no sharp cut-off; note: not every result past the cut was called active; inactives centre near 0; reference of the scale not given here
# GDH-TPI inh: counter-screen for M. tuberculosis FBA inhibitors: GDH-TPI coupled enzymes; GDH-TPI coupled enzyme counterscreen, NADH absorbance; inhibition, % at 4.8 µM; 360,000 compounds, 1.2% hits; AID 588335; in the data active = inhibition above about 30%;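 note: 0% = DMSO wells and 100% = wells lacking the enzyme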
# FadD28 FP inh: inhibitors of Mycobacterium tuberculosis FadD28 bisubstrate binding | FadD28 bisubstrate probe binding, fluorescence polarization | inhibition, % at 12.5 µM | 360,000 compounds, 0.22% hits | AID 588549; in the data active = inhibition above about 8.5%, passing the limit was not always enough
# PfHsp40 rescue: rescue of PfHsp40-mediated yeast toxicity; growth rescue, % at 12.5 µM; AID 504582; S. cerevisiae expressing PfHsp40, growth rescue, ATP luminescence; 340,000 compounds, 0.68% hits; in the data active = growth rescue above about 28%, passing the limit was not always enough;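 note: yeast W303a lacking pdr1 and pdr3 grown in galactose medium; growth measured after three days at 30 °C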
# Y pestis TopoI: Y. pestis Topo-I inhibition via cleavage products; Y. pestis Topo-I cleavage product accumulation, plate reader; 360,000 compounds, 0.064% hits; activity, % at 10 µM; AID 504884; in the data active = activity above about 50%, passing the limit was not always enough; note: inactives centre near 2
# Active calls of the source: *; i = inactive; . = not tested or not shown.
no.	SMILES	TcdB inh	Mtb BioA inh	UGM FP inh	Mtb FBA inh	Vc quorum ag	GDH-TPI inh	FadD28 FP inh	PfHsp40 rescue	Y pestis TopoI
1	O=C(c1ccco1)N1CCN=C1SCc1cccnc1	.	-0.1	3.9	-2	0.0	-2	-4.0	1.0	3
2	CN(C)C=Nc1ncc2c3ccccc3n(CCN(C)C)c2c1C#N	.	-0.6	3.5	7	i	33*	-1.3	-1.6	7
3	CCOc1ccc(-c2cc(CCCC(=O)NCc3ccco3)no2)cc1	0.8	0.6	-0.9	-2	i	4	-0.4	0.9	25
4	N/C(=N\c1nc2ccccc2o1)NC(=O)c1ccccc1NC(=O)c1ccccc1	.	-2.9	0.6	2	i	27	-2.4	1.7	3
5	COc1ccc(C(=O)N2CCN(c3ccc(NC(=O)c4cccnc4)cc3)CC2)cc1	1.2	29	5.0	2	0.3	8	-0.8	0.2	12
6	Cc1ccc(Cl)cc1-c1ccc(/C=N/n2cnnc2)o1	.	.	1.9	-2	-0.4	21	1.0	-1.2	21
7	COc1ccccc1CNC(=O)C[n+]1ccccc1	.	-1.2	0.1	-1	-0.5	4	-1.0	-0.7	2
8	CC(=O)Nc1ccc(Oc2cc(NC(C)=O)cc([N+](=O)[O-])c2)cc1	-0.2	1.9	0.6	-2	i	4	-5.0	-0.6	9
9	Cc1cnc(C(=O)OCc2c(C)cc(C(C)(C)C)cc2C)cn1	-0.9	2.6	3.4	0	-0.4	10	-0.4	-0.8	33
10	O=C1NC(c2ccc(Cl)cc2)=COc2ccccc21	1.1	-1.2	0.2	-1	i	-1	-3.1	-1.1	5
11	COc1ccc(CSC2=CS(=O)(=O)c3ccccc3N2)cc1	0.1	.	2.8	5	-0.4	1	-6.0	-1.0	0
12	COc1ccc(-c2nc3cc(C)ccn3c2NCc2ccc3c(c2)OCO3)cc1	-7.0	.	1.1	13	2.5	10	0.9	-0.6	-2
13	CC(C)Cn1cc(C(=O)NCCCOC(C)C)c2c3ccccc3n(C)c2c1=O	.	0.2	-2.2	15	i	6	-3.0	0.4	7
14	CCCCn1c(N)c(Sc2ccc(Cl)cc2)c(=O)[nH]c1=O	1.0	33	1.9	1	-0.2	-6	-3.4	-0.7	6
15	Cn1ncc(Cl)c1C(=O)N1CCC(Cc2ccccc2)CC1	0.4	2.2	3.6	0	-0.7	2	-0.9	1.8	29
16	CCOc1ccc(N(CC(=O)Nc2ccc(C)c(C)c2)S(C)(=O)=O)cc1	0.8	0.4	1.4	0	-1.5	-2	-1.5	0.9	14
17	Cc1cc(C)cc(NC(=O)CCCCCN2C(=O)[C@@H]3Cc4ccccc4CN3C2=O)c1	-1.3	1.6	-2.3	-2	i	-4	-2.5	-0.8	16
18	C[C@@H](C[C@@H](O)[C@H](O)C(C)(C)O)[C@@H]1CC[C@]2(C)C3=CC[C@H]4C(C)(C)C(=O)CC[C@]4(C)[C@H]3CC[C@@]12C	0.8	-2.2	-3.3	3	i	14	-1.5	-1.6	13
19	CCOC(=O)c1sc2nc(CC(=O)OC)nc(N3CCN(c4ccc(OC)cc4)CC3)c2c1C	.	-1.7	1.0	2	i	18	0.8	3.8	20
20	Cc1cc2nnc(SCC(=O)Nc3cc(S(=O)(=O)N4CCOCC4)ccc3Cl)n2c2ccccc12	.	.	-0.9	0	-0.4	-11	-4.7	2.6	39
21	CSc1sc(C(=O)N(C)C)cc1S(=O)(=O)C(C)C	-0.1	-1.1	-0.1	0	-0.9	7	-2.1	-1.5	-1
22	COc1ccc(NCc2nc3ccccc3n2CCOc2ccc(C)cc2)cc1	-0.7	.	.	5	-2.0	4	-0.2	75*	18
23	O=C(CN1CCN(S(=O)(=O)c2cc(Cl)ccc2Cl)CC1)c1ccc(O)c(O)c1	1.3	4.0	-1.6	0	5.3	18	-14	-0.3	1
24	Cc1cc2c(cc1S(=O)(=O)N(C)C1CCCCC1)OCC(=O)N2	0.6	-3.6	0.0	4	-0.4	7	0.0	0.5	8
25	COc1ccccc1/C=C/C(=O)Oc1cccc2cccnc12	-0.1	0.5	-1.1	1	i	17	0.7	-0.1	24
26	Cc1ccc(S(=O)(=O)NCC2CCC(C(=O)O)CC2)cc1 (stereo unspecified)	0.6	.	3.7	2	i	-1	0.1	0.1	-3
27	CN(C)c1ccc(/C=N/NC(=O)c2ccc3nc[nH]c3c2)cc1	-0.8	.	-4.8	-1	i	56*	3.1	1.2	-6
28	COC(=O)c1ccc(NC(=O)CSc2nncn2-c2cccnc2)cc1	1.3	.	-3.9	0	-0.2	3	.	-0.7	6
29	CCOc1ccc2ccccc2c1/C=N\NC(=O)OC	-9.3	0.3	0.2	1	-0.2	-1	-2.7	-0.6	-2
30	CC(C)CN(CC(C)C)c1ccc(C=C2C(=O)NC(=S)NC2=O)cc1[N+](=O)[O-]	.	2.1	0.6	-3	-0.4	24	0.6	1.7	4
31	CCOC(=O)c1ccc(NC(=O)C2CCCN(S(=O)(=O)c3ccc(F)cc3)C2)cc1 (stereo unspecified)	.	-0.5	.	-1	-0.2	1	-1.2	0.0	23
32	NS(=O)(=O)OCc1ccc(C(F)(F)F)cc1	2.0	-0.1	-1.6	3	0.1	3	0.4	0.0	3
33	O=C(CN(C(=O)CCC(=O)Nc1nccs1)c1ccc(F)cc1)NCc1ccccc1	-3.4	0.3	0.3	-1	i	16	-1.1	-0.3	17
34	Cc1nc2c(-c3ccc(F)cc3)c(C)nn2c(C)c1CCC(=O)N1CCN(c2ccccc2)CC1	-2.2	0.9	5.2	5	-0.2	-1	1.8	0.6	8
35	Cc1nnc(NC(=O)CSc2n[nH]c(-c3ccccc3C)n2)s1	2.1	-0.3	2.0	2	-0.1	0	-0.2	-0.5	3
36	Cc1nc(-c2cccc(-c3noc(C)n3)c2)no1	.	.	-0.2	-2	-0.4	15	-1.1	0.3	2
37	O=C(O)c1ccc2c(c1)-c1cc(C(=O)O)ccc1S2(=O)=O	1.8	0.3	-0.3	-7	i	-5	-5.6	0.5	4
38	C/C(=C\C(=O)c1ccc(Cl)cc1)Nc1ccc(N2CCOCC2)cc1	.	-1.3	0.7	2	-0.4	1	-0.5	-0.1	4
39	Cc1cc(/C=C(\C#N)C(=O)Nc2ccccc2)c(C)n1-c1cccnc1	1.2	.	-1.1	-1	i	22	1.2	1.8	13
40	COc1ccc(C(=O)NC(=S)N2CCCCC2)cc1[N+](=O)[O-]	0.6	.	1.8	-4	-0.2	0	-2.3	0.1	0
41	CCOC(=O)N1CCN(c2cccc(C)c2C)CC1	-4.1	-0.4	-1.1	2	-0.2	-1	-3.7	-1.1	2
42	CCCc1cc(=O)[nH]c(SCC(=O)Nc2nonc2N)n1	.	.	1.7	-2	i	-2	-4.3	0.1	-2
43	CCOC(=O)C1(CCOc2ccccc2)CCN(Cc2cccc(F)c2)CC1	0.6	1.6	0.7	-1	-3.1	0	-0.6	0.7	21
44	O=c1cc(-c2ccccc2)oc2ccc(Cl)cc12	0.8	.	.	2	i	0	-2.3	0.4	-6
45	CNC(=S)N/N=C/c1cc(C)n(-c2ccc(Cl)c(Cl)c2)c1C	0.7	.	-2.2	-1	-0.2	15	-0.1	-2.6	25
46	CSc1nsc(SCC(=O)Nc2ccc(C(=O)O)cc2)n1	-2.2	-0.5	-1.7	-1	-0.4	-9	-4.4	-0.5	7
47	CCN(CC)CCCNC(=O)C1CCC(CNS(=O)(=O)c2c(C)cc(C)cc2C)CC1 (stereo unspecified)	2.1	-0.9	-0.1	2	-1.0	4	-1.7	-1.1	-1
48	CN(C(=O)COC(=O)COc1ccc2ccccc2c1)c1ccccc1	0.4	-0.1	.	-2	i	8	-0.8	.	14
49	O=C(CSc1nnnn1-c1ccc(Cl)cc1)NC(=O)Nc1ccc2c(c1)OCCO2	.	-1.2	1.7	-2	-3.8	3	-1.8	1.3	5
50	O=C(CCc1ccccc1)NNC(=O)c1ccc(NC(=O)c2ccccc2)cc1	.	.	-1.3	2	-0.5	7	-2.9	-1.5	-7
51	CCOc1ccc(S(=O)(=O)NCCC(=O)N2CCC(Cc3ccccc3)CC2)cc1	1.5	1.6	1.1	-2	i	-2	-0.5	0.2	38
52	CCCc1nnc(NS(=O)(=O)c2ccc(OC)cc2)s1	1.5	.	1.7	3	-0.5	1	-0.4	-0.8	6
53	CCOC(=O)C(NC(=O)Nc1cccc(C)n1)(OCC(F)(F)F)C(F)(F)F (stereo unspecified)	.	-0.1	2.7	-6	-17	10	-1.8	0.1	3
54	CCCC(C(=O)NC1CCCC1)N(C(=O)Cn1nnc(-c2ccc(C)o2)n1)c1ccccc1OC (stereo unspecified)	0.6	.	-0.2	2	i	5	0.8	-0.5	8
55	CCN1CCN(c2cc(=O)n(C3CCCCC3)c(=O)[nH]2)CC1	-0.2	0.0	-0.5	0	-0.4	-1	0.3	0.8	2
56	NC(=O)CSc1nnc(CNc2cccc(Cl)c2)n1CCc1ccccc1	.	.	-3.1	-2	-0.4	5	-2.7	0.2	8
57	O=C(c1ccc2c3c(cccc13)CC2)N1CCOCC1	.	0.6	1.5	2	-0.8	-4	-1.4	0.3	5
58	O=C(Cn1cnc2c(nnn2Cc2ccccc2F)c1=O)NCC1CCCO1 (stereo unspecified)	.	0.1	-3.7	0	i	2	-1.6	-0.8	-3
59	COCCCNC(=O)C1CCN(C(=O)c2oc3cc4sc(N(C)C)nc4cc3c2C)CC1	1.1	-1.5	0.5	11	-5.9	20	0.5	0.4	19
60	CC(=O)OCC(=O)Nc1ccc([N+](=O)[O-])cc1Cl	1.2	.	-0.3	1	-0.5	10	-1.0	-0.6	6

# Following part.
no.	SMILES	TcdB inh	Mtb BioA inh	UGM FP inh	Mtb FBA inh	Vc quorum ag	GDH-TPI inh	FadD28 FP inh	PfHsp40 rescue	Y pestis TopoI
61	Cc1ccc(/C=C2/Sc3ccc(C(=O)NCc4ccccn4)cc3NC2=O)cc1	-0.1	-1.1	-0.8	-2	-0.4	4	-4.8	0.9	7
62	Cc1cccc(-c2nc(CS(=O)CC(=O)N3CCc4ccccc4C3)c(C)o2)c1 (stereo unspecified)	.	0.5	-1.5	0	-0.2	-3	-2.7	1.7	22
63	COc1cccc(-c2ccc(SCC(=O)NC3CCCCC3)nn2)c1	0.4	-1.2	1.1	-2	-0.2	-2	-2.7	-0.2	14
64	N#Cc1cc2c(nc1SCC(=O)Nc1ccc(Cl)cc1)C1CCN2CC1	1.4	-0.5	-1.9	2	i	-5	-4.1	-0.4	3
65	CC(C)CCNC(=O)c1cc(S(=O)(=O)N2CCC3(CC2)OCCO3)ccc1F	0.8	0.5	.	0	-0.6	7	-1.8	.	4
66	CCCC(C)NC(=O)c1ccc(OCc2ccc(Cl)cc2)c(OC)c1 (stereo unspecified)	-1.1	-0.3	-1.1	2	-0.2	6	0.2	-0.7	10
67	CCOC(=O)c1nnn(-c2nonc2-n2cccc2)c1CCl	.	.	-0.7	6	i	5	-0.4	0.5	-4
68	Clc1ncnc2scc(-c3ccccc3)c12	.	1.8	1.2	0	12	-1	-5.7	-0.9	6
69	CC12CCC(C(=O)N3CCOCC3)([C@H](Br)C1=O)C2(C)C (stereo partly specified)	0.7	2.9	0.5	2	-0.5	7	0.0	.	5
70	COc1ccc(NC(=O)c2ccc3c(c2)OCCO3)cc1OC	-2.0	-2.2	-0.9	2	-0.2	1	0.8	-0.3	7
71	O=C(NNC(=O)C12CC3CC(CC(C3)C1)C2)[C@@H]1C[C@H]1c1ccccc1	0.4	-0.5	0.1	-3	-0.4	1	-2.4	-0.8	-1

# Rewritten screen by screen: five of the compounds above
65	CC(C)CCNC(=O)c1cc(S(=O)(=O)N2CCC3(CC2)OCCO3)ccc1F
66	CCCC(C)NC(=O)c1ccc(OCc2ccc(Cl)cc2)c(OC)c1 (stereo unspecified)
67	CCOC(=O)c1nnn(-c2nonc2-n2cccc2)c1CCl
68	Clc1ncnc2scc(-c3ccccc3)c12
69	CC12CCC(C(=O)N3CCOCC3)([C@H](Br)C1=O)C2(C)C (stereo partly specified)

entry no.	65	66	67	68	69
TcdB inh	0.8	-1.1	.	.	0.7
Mtb BioA inh	0.5	-0.3	.	1.8	2.9
UGM FP inh	.	-1.1	-0.7	1.2	0.5
Mtb FBA inh	0	2	6	0	2
Vc quorum ag	-0.6	-0.2	i	12	-0.5
GDH-TPI inh	7	6	5	-1	7
FadD28 FP inh	-1.8	0.2	-0.4	-5.7	0.0
PfHsp40 rescue	.	-0.7	0.5	-0.9	.
Y pestis TopoI	4	10	-4	6	5
